Dynein cargo inh: inhibitors of GR-EGFP nuclear translocation, primary screen, dynein cargo transport inhibitor project, imaging, high-content, 3617.4 mouse cells; test concentration mostly 20 µM; stimulated with dexamethasone, 1 µM; stronger effect = lower value; actives 0.47% (n = 220,000); z-score, hits read low;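 active = plate z-score of nuclear minus cytoplasmic receptor signal below a set negative limit, without overly bright fluorescence or cell loss, cut at about -3.5 in these data, passing the limit was not always enough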;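 note: z-score of nuclear minus cytoplasmic ring GR-EGFP intensity difference per well; some compounds called inactive have numbers as strong as hits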
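Medium: Induction medium lacking tetracycline, stripped serum | Probe or stimulus: 1.0 µM final dexamethasone stimulus | Schedule: 48 h induction, then 1 h compound, then 30 min agonist, 37 °C | Signal: Automated 10x imaging of fixed Hoechst-stained cells | Evaluation: Per-cell GR-EGFP intensity, nucleus versus surrounding cytoplasmic ring, well-averaged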
KOR beta-arrestin-1: KOR agonists, beta-arrestin recruitment, primary screen, cell-based, luminescence, uHTS (AID 1777); Kappa-type opioid receptor (Homo sapiens); KOR beta-arrestin recruitment, luminescence; higher % means a stronger effect; activation, % at 10 µM, or EC50 in µM where a hit was titrated; actives 0.02% (n = 280,000); in the data active = activation above about 50%, passing the limit was not always enough; note: a part of the inactive calls stands beside numbers as strong as those of hits
M17LAP inhibition: P. falciparum M17LAP inhibitors, primary screen, biochemical, fluorogenic H-Leu-NHMec substrate, 1536-well (AID 1619); recombinant M17LAP, H-Leu-NHMec fluorogenic kinetic assay; higher % means a stronger effect; actives 0.38% (n = 220,000); one-dose inhibition, % at 30 µM; IC50 in µM for titrated hits;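 active = compound inhibiting the enzyme by more than half at any dose during confirmatory dose-response retesting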;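 note: plate controls were full reaction with DMSO carrier for no effect and no enzyme background for full effect; strong numbers were not always called active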
AID2073: inhibitors of Mint1-CaV2.2 protein interaction, biochemical, HTRF (AID 2073). HTRF protein-protein interaction, Mint1-CaV2.2; higher % means a stronger effect. inhibition, % at 20 µM, or IC50 in µM where a hit was titrated. actives 0.19% (n = 290,000); in the data active = inhibition mostly above about 51%, no sharp cut-off; note: some results filed as inactive read as strong as hits
NOD1 inhibition: NOD1 signaling inhibitors, primary screen, cell-based, luminescence, uHTS (AID 1578); actives 1% (n = 290,000); one-dose inhibition, % at 4 µM; EC50 in µM for titrated hits; NOD1-driven NF-kB luciferase reporter cells, luminescence; higher % means a stronger effect; in the data active = inhibition mostly above about 36%, no sharp cut-off; inactive = mostly below about 34%;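 note: HEK-293T reporter cells stimulated with the NOD1 agonist gamma-tri-DAP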
M1AAP inhibition: P. falciparum M1AAP inhibitors, biochemical, fluorogenic H-Leu-NHMec substrate, 1536-well (AID 1445). Aminopeptidase N (Plasmodium falciparum (isolate 3D7)). recombinant M1AAP, H-Leu-NHMec fluorogenic kinetic assay; higher % means a stronger effect. inhibition, % at 30 µM; hits with a dose series show IC50 in µM. actives 0.42% (n = 220,000);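 active = primary inhibition above the hit cutoff, then over 50% inhibition at one or more dose response concentrations, cut at about 23% in these data, passing the limit was not always enough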;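 note: plate controls were DMSO full reaction for no effect and no enzyme background for full effect; strong numbers were not always called active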
HEK293 NOD2/NF-kB: NOD2 signaling inhibitors, cell-based, luminescence, uHTS, HEK293 (AID 1566). HEK293 NOD2/NF-kB luciferase reporter, luminescence; higher % means a stronger effect. inhibition, % at 4 µM, or EC50 in µM where a hit was titrated. actives 0.63% (n = 290,000); note: many of its hits are not listed in these tables
KOR beta-arrestin-2: KOR antagonists, beta-arrestin recruitment, cell-based, luminescence, uHTS (AID 1778); Kappa-type opioid receptor (Homo sapiens); KOR beta-arrestin recruitment, luminescence, antagonist mode; higher % means a stronger effect; inhibition, % at 10 µM, or IC50 in µM where a hit was titrated; actives 0.091% (n = 290,000); note: strong numbers were not always called active
GPR55 activation: GPR55 agonists via beta-arrestin recruitment, primary screen, imaging, U2OS cells, beta-arrestin-GFP redistribution (AID 1961); G-protein coupled receptor 55 (Homo sapiens); U2OS GPR55 beta-arrestin-GFP redistribution imaging; higher % means a stronger effect; activation, % at 10 µM; hits with a dose series show EC50 in µM; actives 0.048% (n = 290,000);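 active = activation above 40% with more than 50 cells counted in the well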;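 note: U2OS osteosarcoma cells stably expressing GPR55 and beta-arrestin-GFP; plate controls were DMSO negative control for no effect and LPI positive control for full effect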
Dynein cargo inh cytoplasmic EGFP: recorded beside Dynein cargo inh, whose call it bears; z-score; measured here: cytoplasmic GR-EGFP intensity; stronger effect = higher value
Dynein cargo inh nuclear GR-EGFP: second read-out of Dynein cargo inh, no call of its own (marks repeat the call); z-score; measured here: nuclear GR-EGFP intensity;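 lower value marks the stronger effect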
Dynein cargo inh cell count: also measured in Dynein cargo inh; calls as there; z-score; measured here: cell count per field
Numbers without * were called inactive; . = not tested or not shown; [ ] = another dose, or the depositor's remark. Cut-off read from the data, not from the text of the source, unless noted: active = inhibition above about 50%; inactive = the rest. The list is partial, so the mix of outcomes need not match the whole.

SMILES | Dynein cargo inh | Dynein cargo inh cytoplasmic EGFP | Dynein cargo inh nuclear GR-EGFP | Dynein cargo inh cell count | KOR beta-arrestin-1 | M17LAP inhibition | AID2073 | NOD1 inhibition | M1AAP inhibition | HEK293 NOD2/NF-kB | KOR beta-arrestin-2 | GPR55 activation
CCc1nnc(NC(=O)c2ccc(S(=O)(=O)N(C)c3ccccc3)cc2)o1 | 1 | -0.11 | 0.41 | 0.34 | -4.9% | -1% | 9% | -20% | -13% | 20% | -8% | 0.1%
N#CCCN/N=C(\Cc1nc2ccccc2[nH]1)c1ccccc1 | -0.7 | -0.099 | -0.2 | 0.37 | -12% | -12% | 15% | -5% | 0% | -2% | 21% | 0.9%
COc1ccc(OC)c(/C=N/c2c(-c3ccc(O)c(OC)c3)nc3ccccn23)c1 | 2.7 | -0.08 | 1.7 | -1.8 | -5.5% | 6% | 2% | -28% | 8% | 1% | 22% | -0.3%
O=S(=O)(N/N=C/c1ccc2c(c1)OCCO2)c1ccccc1 | 0.12 | -0.16 | -0.26 | 0.3 | 7.0% | 1% | -1% | . | 10% | -2% | -53% | -0.1%
COC(=O)c1ccc(NC2(C#N)C(=O)Nc3ccccc32)cc1 (centres undefined) | -0.36 | -0.17 | -0.17 | 0.79 | -5.3% | -10% | -5% | -24% | -1% | -7% | 1% | -0.1%
CC(C)(C)CC(=O)NC(=S)Nc1ccccc1C(F)(F)F | 0.0095 | -0.22 | -0.076 | -0.065 | 3.1% | 9% | -13% | 3% | 12% | -24% | -9% | -0.1%
Cc1ccc(C(=O)O)cc1N1C(=O)c2cccc3cc(Br)cc(c23)C1=O | -0.19 | -0.17 | 0.022 | -0.071 | -2.7% | 11% | -6% | 35% | 20% | 43% | 17% | -0.1%
COc1cc(NC(=O)c2cc([N+](=O)[O-])ccc2NC(=O)CNC2CCCCC2)cc(OC)c1 | . | . | . | . | 2.9% | . | -1% | 39% | . | 2% | -34% | -0.1%
Cc1csc(NC(=O)C(F)(F)F)n1 | -0.42 | -0.31 | -0.38 | 0.28 | 0.2% | 9% | -2% | -36% | 8% | -3% | -20% | 0.0%
COc1ccc(OC)c(NC(=O)NC2CCCc3ccccc32)c1 (centres undefined) | . | . | . | . | -1.1% | . | 3% | -17% | . | 0% | -6% | 0.0%
C=CCN1CCN(Cc2cnc(Cl)s2)CC1 | . | . | . | . | -2.4% | -4% | 20% | -23% | 2% | 13% | -11% | 0.3%
Cc1cc(C)c(C#N)c(Sc2nnnn2-c2ccccc2)n1 | 0.14 | -0.18 | 0.086 | -0.11 | 0.3% | 2% | 10% | -20% | -4% | 10% | -12% | -0.3%
CNS(=O)(=O)c1ccc(NC(=O)c2cnn3c(C(F)F)cc(-c4ccccc4)nc23)cc1 | 0.73 | -0.35 | -0.079 | -0.21 | 7.3% | 1% | 44% | 6% | 3% | 1% | -43% | -0.3%
CC1(C)CC2(C)OC(=N)C1(C#N)C2(C#N)C#N (centres undefined) | -2.3 | 0.0066 | -1.2 | 1.8 | 0.9% | -6% | -5% | 9% | -3% | 32% | 32% | -0.1%
CCN(CC)c1ccc(NC(=O)c2cccc(C)c2OC)c(C)c1 | 0.9 | -0.18 | 0.96 | 0.15 | 6.3% | 0% | -29% | -33% | 13% | -52% | -10% | -0.1%
NC(=O)CSc1nc2cc([N+](=O)[O-])ccc2n1-c1cccc(C(F)(F)F)c1 | -0.79 | -0.25 | -0.17 | 1.6 | -5.5% | 4% | -3% | -6% | 6% | 0% | 7% | 0.2%
CC(c1ccco1)N(C(=O)C12CC3CC(CC(C)(C3)C1)C2)c1ccccn1 (centres undefined) | -0.14 | -0.21 | 0.032 | 0.64 | -1.9% | 1% | -2% | 32%* | 8% | 7% | -12% | 0.0%
COc1ccc(CC2(CO)CCN(S(=O)(=O)c3cccc4cccnc34)CC2)cc1 | . | . | . | . | -5.8% | . | 12% | -21% | . | 4% | -9%[20 µM] | 0.1%
CCNCCNC(=O)c1c(O)c2ccccc2n(CC)c1=O | 1.4 | -0.072 | 1.1 | -0.74 | 1.1% | 4% | 5% | . | 4% | 2% | -4% | 0.2%
Cc1ccc(NC(=O)CSc2nnc(C(F)(F)F)n2C)cc1[N+](=O)[O-] | 1.4 | -0.22 | 0.69 | -1.4 | -0.4% | 8% | -10% | -24% | 6% | 13% | 1% | -0.3%
N/C(Cc1ccc([N+](=O)[O-])cc1)=N\OC(=O)c1ccco1 | -0.14 | -0.2 | 0.17 | -0.65 | -2.0% | -8% | -1% | -14% | 0% | 2% | 8%[20 µM] | -0.3%
COc1ccc(/C=N/NC(=O)c2cccc(Br)c2)cc1CN1CCOCC1 | 0.27 | -0.25 | 0.22 | 0.24 | 6.3% | 1% | 15% | -10% | 2% | -6% | 1% | -0.1%
CC(=O)Nc1ccc(S(=O)(=O)Nc2ccc(C(=O)NCC(=O)O)cc2)cc1 | -0.33 | -0.23 | -0.18 | 0.048 | 1.2% | 3% | 16% | -6% | 1% | -3% | 11% | -0.1%
COc1ccc(CNC(=O)CCCSc2ccccc2)cc1 | . | . | . | . | -3.4% | . | 7% | -36% | . | 3% | -3% | .
Cc1ccc(C)c(NC(=O)c2oc(=O)c3ccccc3c2-c2ccccc2)c1 | -0.052 | -0.26 | 0.049 | -0.037 | 22% | 9% | 1% | -3% | 0% | -1% | -4% | -0.3%

A different layout for some results above.
structure	Dynein cargo inh	Dynein cargo inh cytoplasmic EGFP	Dynein cargo inh nuclear GR-EGFP	Dynein cargo inh cell count	KOR beta-arrestin-1	M17LAP inhibition	AID2073	NOD1 inhibition	M1AAP inhibition	HEK293 NOD2/NF-kB	KOR beta-arrestin-2	GPR55 activation
COc1ccc(OC)c(NC(=O)NC2CCCc3ccccc32)c1 (centres undefined)	.	.	.	.	-1.1%	.	3%	-17%	.	0%	-6%	0.0%
CCN(CC)c1ccc(NC(=O)c2cccc(C)c2OC)c(C)c1	0.9	-0.18	0.96	0.15	6.3%	0%	-29%	-33%	13%	-52%	-10%	-0.1%
COc1ccc(CC2(CO)CCN(S(=O)(=O)c3cccc4cccnc34)CC2)cc1	.	.	.	.	-5.8%	.	12%	-21%	.	4%	-9%[20 µM]	0.1%

(continued)
SMILES | Dynein cargo inh | Dynein cargo inh cytoplasmic EGFP | Dynein cargo inh nuclear GR-EGFP | Dynein cargo inh cell count | KOR beta-arrestin-1 | M17LAP inhibition | AID2073 | NOD1 inhibition | M1AAP inhibition | HEK293 NOD2/NF-kB | KOR beta-arrestin-2 | GPR55 activation
CCOC(=O)CC(C#N)c1cn(C)c2ccccc12 (centres undefined) | -0.82 | -0.079 | -0.23 | 1.1 | -0.9% | 0% | -3% | -13% | 0% | -2% | -17% | 0.2%
COCCN=C1Sc2nc3ccc(C)cc3cc2CN1Cc1ccco1 | -0.2 | -0.24 | 0.56 | -0.0033 | 7.2% | -8% | 17% | 24% | 8% | -4% | -24% | -0.1%
COc1ccccc1NC(=O)c1ccc(NS(=O)(=O)c2c(C)noc2C)cc1 | -0.51 | -0.18 | -0.17 | 0.22 | -1.4% | -8% | -1% | -14% | 4% | -2% | 19% | 0.0%
CC(C)N1CCc2[nH]c(=S)[nH]c(=O)c2C1 | 0.67 | -0.12 | 0.4 | -0.89 | 4.4% | 9% | -21% | -22% | 2% | 11% | 20% | 0.4%
CN(C(=O)CCN1C(=O)c2ccccc2C1=O)c1ccccc1 | . | . | . | . | 2.4% | . | 1% | -18% | . | 13% | -11% | -0.1%
CCOC(=O)c1c(C)[nH]c(-c2csc(N)n2)c1C | 1.7 | 0.038 | 0.5 | -0.18 | -1.9% | 6% | -4% | -39% | 3% | -2% | 5% | -0.4%
O=C(c1ccco1)N1CCN(C(=O)c2cc(-c3ccccc3)nc3ccccc23)CC1 | 1.3 | -0.084 | 0.018 | -1.4 | 2.3% | 5% | -8% | -5% | 14% | -12% | -19% | -0.1%
Cn1c(-c2ccccc2)cc2ccccc21 | . | . | . | . | -1.6% | . | 10% | -14% | . | -7% | -3% | 0.0%
COc1ccccc1/C=N/NC(=O)C(=O)NCc1cccnc1 | -0.89 | -0.3 | -0.24 | 0.93 | . | . | 5% | -9% | . | 7% | -1%[20 µM] | 0.3%
O=C(CSc1nnnn1-c1cccc2c1CCCC2)N1CCCCC1 | 0.87 | -0.23 | 0.37 | -1.2 | 2.3% | -10% | -13% | 12% | -6% | 18% | -15% | -0.3%
COCC1CCCCN1C(=O)CCCn1nnnc1CN1CCC(C)CC1 (centres undefined) | . | . | . | . | -2.1% | . | 9% | -31% | . | -9% | 16% | -0.1%
COc1ccc(-c2csc(N3CCSCC3)n2)cc1 | . | . | . | . | -5.1% | . | -21% | -14% | . | -37% | 38% | -0.1%
CC(C)=CC(=O)Nc1c(C)cc(C)cc1Cl | 1.2 | -0.12 | 1.1 | -0.71 | -0.1% | -4% | -8% | -18% | -6% | 3% | -21%[20 µM] | 0.5%
O=C(CCC(=O)NNc1nc2ccccc2c2nc(-c3ccccc3)nn12)NCCCN1CCOCC1 | -0.57 | -0.16 | -0.17 | 0.47 | -2.7% | 12% | -5% | -16% | 2% | 3% | -2% | -0.4%
C#CCOCCOCCOCCNc1nc(N2CCN(C(=O)[C@H](CCCCN)n3cc([C@@H](N)C(C)CC)nn3)CC2)nc(N2CCN(C(=O)[C@H](CCCCN)n3cc([C@@H](N)CO)nn3)CC2)n1 (some centres undefined) | 1.1 | 0.29 | 0.93 | -1.5 | 5.7% | 5% | 29% | -30% | 9% | 2% | -27% | 0.1%
COc1ccccc1NC(=S)Nc1ccccn1 | -0.91 | -0.25 | -0.63 | 0.44 | -0.9% | 16% | -26% | -39% | 9% | 3% | 10% | -0.1%
COc1ccccc1N(CN1CCCC1=O)C(=O)c1c(F)cccc1F | -0.2 | -0.17 | -0.0017 | 0.64 | 0.7% | 10% | -5% | -13% | 11% | 10% | 21% | 0.3%
CC(=O)Nc1ccc(S(=O)(=O)N(CCO)Cc2ccccc2)cc1 | 1.6 | -0.04 | 0.48 | -0.47 | -0.9% | 2% | -5% | -1% | -3% | 13% | 18% | -0.1%

Screens: PubChem BioAssay, several laboratories
